Compound activity deposited in PubChem BioAssay by National Center for Advancing Translational Sciences (NCATS).
GRP78 ERSR act = qHTS for Inducers of the Endoplasmic Reticulum Stress Response (ERSR) in Human Glioma: qHTS; U87-MG GRP78 promoter luciferase reporter, 16 h; Potency, µM, for inactives: at the highest dose activation, actives largely listed as activators; hit rate 0.02% among 420,000; AID 602332, 2012; also: potency is read from the fitted curve at half-maximal effect; series mostly up to about 76 µM; % of control where 0% means no effect; nearly all actives have a fitted effect of over 35% in size
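ERSR induction read as luciferase luminescence (Bright-Glo, 10 min at room temperature) in stably transfected human U87-MG glioma cells exposed to compounds for 16 h, using GRP78 as sensor.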
RXFP1 antag = qHTS Assay for Antagonists of the Relaxin Receptor RXFP1. Relaxin receptor 1 (Homo sapiens), Q9HBX9. AID 1259400, 2018. HEK293-RXFP1, relaxin-stimulated cAMP HTRF, 30 min; active compounds read low. hit rate 0.59% among 350,000. activity change, negative = inhibition, % at 57.5 µM;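 active = activity change of -60% or lower, but not beyond a set lower limit; inconclusive = change between -60% and -40%, or beyond the set limit; inactive = change above -40%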; also: % is scaled to controls: 0 for no effect and ±100 for the full control effect
D1 agonist = Allosteric Agonists of the Human D1 Dopamine Receptor: qHTS. D(1A) dopamine receptor (Homo sapiens), P21728. hit rate 1% among 360,000. activation, % at 2 µM. HEK293 T-REx D1 cells, calcium flux, agonist mode; in the data active = activation above about 30%; also: 0% is about no effect
Target sequence (P21728 whole entry, looked up): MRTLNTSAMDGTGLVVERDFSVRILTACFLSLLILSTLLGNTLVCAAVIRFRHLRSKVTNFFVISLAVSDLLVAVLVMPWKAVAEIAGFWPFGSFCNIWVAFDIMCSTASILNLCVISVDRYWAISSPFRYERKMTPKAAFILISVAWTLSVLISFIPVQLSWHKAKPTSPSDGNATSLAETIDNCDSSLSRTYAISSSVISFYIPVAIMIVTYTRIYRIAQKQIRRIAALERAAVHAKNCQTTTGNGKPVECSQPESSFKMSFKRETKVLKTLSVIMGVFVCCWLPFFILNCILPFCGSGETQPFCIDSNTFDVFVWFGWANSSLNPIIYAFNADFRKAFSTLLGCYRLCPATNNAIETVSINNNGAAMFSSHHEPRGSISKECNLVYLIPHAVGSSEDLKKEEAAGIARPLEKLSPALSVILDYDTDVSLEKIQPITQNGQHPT
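Tetracycline-induced HEK293 TREx D1 cells, force-coupled to calcium signalling, were dye-loaded with a no-wash calcium kit. Compound was pin-added after a 10 s baseline. Fluorescence was read kinetically at 1 cycle/s for 180 s, with calcium rises flagged as agonism.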
Vif-APOBEC3F blk = qHTS for Inhibitors of Vif-A3F Interactions: qHTS | HeLa A3F-eYFP + Vif (tagged APOBEC3F with the HIV-1 protein that degrades it), YFP fluorescence increase | Potency, µM (titrated, usually from 46.1 µM), without a hit: at the top dose activity, negative = active | hit rate 0.2% among 390,000 | AID 602313, 2012; also: potency is read from the fitted curve at half-maximal effect; % of control where 0% means no effect; nearly all actives have a fitted effect of over 65% in size
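HeLa cells stably expressing A3F-eYFP plus Vif, plated and incubated overnight at 37 deg C, then exposed to compounds overnight at 37 deg C. Blocked degradation read as raised yellow fluorescence (Ex 488/Em 500-530).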
RXFP1 ag = qHTS Assay for Agonists of the Relaxin Receptor RXFP1 | AID 2676, 2010 | Relaxin receptor 1 (Homo sapiens), Q9HBX9 | HEK293T-RXFP1 cAMP TR-FRET, 30 min; response scale: percent of porcine relaxin response, buffer zero | hit rate 0.3% among 370,000 | Potency, µM (titrated, usually from 57.5 µM), inactives show at the top dose activation, hits mostly activators; also: potency is read from the fitted curve at half-maximal effect; % is scaled to controls: 0 for no effect and ±100 for the full control effect; nearly all actives have a fitted effect of over 60% in size; many of its hits are not listed in these tables
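cAMP rise read by TR-FRET after 30 min, 37C compound exposure (up to 58 uM) in RXFP1-transfected HEK293 cells with Ro 20174 present. EC50 from Hill-equation fits, with 29 nM porcine relaxin as 100% and buffer as basal.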
D2 potentiator = HTS Assay for Positive Allosteric Modulators of the Human D2 Dopamine Receptor: Primary Screen for Potentiators; potentiation, % at 10 µM; hit rate 0.34% among 340,000; HEK293 T-REx D2, calcium flux, EC20 dopamine potentiation;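 active = potentiation over 3 SD above the plate norm, cut at about 30% in these data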; also: 0% is about no effect
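Tetracycline-induced Hek293 Trex D2 cells, force-coupled to calcium, loaded with no-wash calcium dye. Compound added with 180 s kinetic read for agonism, then EC20 dopamine and a further 180 s read for potentiation.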
D1 antag = Antagonist of Human D 1 Dopamine Receptor: qHTS; D(1A) dopamine receptor (Homo sapiens), P21728; HEK293 TREx D1 cells, calcium flux, dopamine EC80; active compounds read low; activity change, negative = inhibition, % at 10 µM; hit rate 3.2% among 360,000; AID 504652, 2011; in the data active = activity change below about -30%; also: % is scaled to controls: 0 for no effect and ±100 for the full control effect
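Inducible Hek293 Trex D1 cells (tetracycline, overnight, 30 C). Calcium dye 30–90 min RT. Antagonist mode: EC80 dopamine added after 180 s compound read.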
Vif-A3G inh = qHTS for Inhibitors of Vif-A3G Interactions: qHTS; Potency, µM (titrated, usually from 46.1 µM), for inactives: at the highest dose activity, negative = active, usual class: inhibitors; hit rate 0.076% among 410,000; DNA dC->dU-editing enzyme APOBEC-3G (Homo sapiens), Q9HC16; HeLa A3G-eYFP + Vif (tagged APOBEC3G with the HIV-1 protein that degrades it), YFP fluorescence, overnight;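 also: potency is read from the fitted curve at half-maximal effect; % is scaled to controls: 0 for no effect and ±100 for the full control effect; nearly all actives have a fitted effect of over 60% in size; hits raise eYFP signal because A3G escapes Vif-driven loss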
Target sequence (Q9HC16 whole entry, looked up): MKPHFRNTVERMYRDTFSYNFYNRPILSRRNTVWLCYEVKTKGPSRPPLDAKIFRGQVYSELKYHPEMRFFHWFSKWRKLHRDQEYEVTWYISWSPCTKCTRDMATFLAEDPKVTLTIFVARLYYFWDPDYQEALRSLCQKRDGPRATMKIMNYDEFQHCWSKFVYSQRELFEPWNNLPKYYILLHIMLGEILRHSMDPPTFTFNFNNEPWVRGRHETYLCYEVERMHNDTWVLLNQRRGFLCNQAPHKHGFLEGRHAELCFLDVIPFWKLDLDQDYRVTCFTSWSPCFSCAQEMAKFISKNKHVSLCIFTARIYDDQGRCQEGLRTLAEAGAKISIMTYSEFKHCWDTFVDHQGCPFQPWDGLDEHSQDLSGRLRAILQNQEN
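HeLa cells stably expressing Vif and C-terminally eYFP-tagged A3G, seeded overnight at 37 deg C, then exposed to compound by pintool overnight at 37 deg C. Rise in yellow fluorescence (Ex 488/Em 500-530, Acumen) marks blocked Vif-driven A3G degradation.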
D1 potentiator = Potentiators of Human D1 Dopamine Receptor: qHTS | HEK293 TREx D1 cells, calcium flux, dopamine EC20 potentiation | potentiation, % at 10 µM | hit rate 0.036% among 360,000 | AID 504651, 2011; in the data active = potentiation above about 30%; also: 0% is about no effect
* = called active by the depositor; ? = inconclusive; / = not tested or not shown. Unless noted, calls follow the shape of the dose curve; as a rule, active = well fitted curve in the direction sought with a large enough effect; inconclusive = small, poorly fitted or top-dose-only effect, or another doubt; inactive = no such curve, though single readings can be large; an effect the other way counts as inactive or inconclusive. A portion of the library; count on the stated rates, not on these rows.

SMILES	GRP78 ERSR act	RXFP1 antag	D1 agonist	Vif-APOBEC3F blk	RXFP1 ag	D2 potentiator	D1 antag	Vif-A3G inh	D1 potentiator
Cc1nc2ccccn2c1C(=O)Nc1ccc(Cl)cc1	6%	-8	2	4%	4.3%	-4	-1	-7%	-3
CCN(CC)S(=O)(=O)c1ccc2c(c1)N(CC(=O)NCc1ccccc1)C(=O)C1CCCCN21 (stereo not given)	-2%	-8	2	-3%	1.1%	0	5	1%	0
COc1ccc(NC(C)=O)cc1NC(=O)C1(c2cccs2)CCOCC1	-3%	-9	-1	2%	-0.9%	-5	-7	-3%	-1
Cc1nnsc1C(=O)NC1CCCCC1	-3%	-14	2	-1%	0.5%	-1	8	2%	-5
CCOc1cc(/C=N/NC(=O)c2ccncc2)cc(Br)c1O	-2%	-8	/	-6%	/	/	/	-3%	/
CN(C)CCN(Cc1ccccc1)S(=O)(=O)c1ccc2[nH]c(=O)ccc2c1	-6%	/	1	3%	5.2%	-3	15	-4%	-3
Cc1ccc(S(=O)(=O)N2CCOCC2)c(C)c1NS(C)(=O)=O	-1%	-17	4	-4%	3.7%	8	-2	9%	11
COc1ccc(C(=O)CN2C(=O)NC3(CCCCCC3)C2=O)cc1	3%	-27	/	-16%	/	/	/	-2%	/
COc1cccc(NC(=S)N(CCCN2CCN(C)CC2)Cc2ccco2)c1	7%	-3	2	1%	3.1%	-6	-10	-1%	-5
C[n+]1nc(Nc2cccc(F)c2)sc1-c1ccc(C(=O)O)cc1	/	/	1	/	0.0%	4	-20	/	-3
CCOCCCN1CC(=O)N2[C@@H](Cc3c([nH]c4ccccc34)C2(C)C)C1=O	-3%	7	1	-7%	1.8%	10	8	0%	-5
CC(=O)N(C)c1ccc(N=NC2C(=O)N(C(N)=S)N=C2C)cc1 (stereo not given)	-8%	4	9	-9%	2.4%	3	7	-3%	7
CN1CCN(CCNC(=O)c2cnn(-c3ccc(F)cc3)c2C2CCN(C(=O)OC(C)(C)C)CC2)CC1	1%	-11	1	6%	0.9%	3	-2	5%	2
N#CCCN(C(=S)NC(=O)c1cccs1)c1ccccc1F	0%	-20	0	2%	-0.1%	4	-19	-3%	-2
O=C(CSc1ccc(-c2ccccn2)nn1)c1ccccc1	5%	-4	3	-13%	0.0%	20	-17	2%	-3
O=C1C=CN(Cc2ccccc2)CC1	-3%	/	5	-1%	1.4%	12	-12	1%	-3
CCc1nc(SCC(=O)NNC(=O)C2CCCCC2)c2ccccc2n1	-3%	13	1	-1%	17%	-7	14	1%	-6
COc1ccccc1NC(=O)COC(=O)c1cc(C)nc2ccccc12	-5%	-4	0	-13%	-2.3%	5	2	-3%	-8
COc1ccc(C2=NS(=O)(=O)N(C)C(C(=O)NC3CCCCC3)=C2)cc1OC	-3%	-4	-1	5%	19%	-2	-21	1%	1
CC(C)NC(=S)NNc1ncnc2sc3c(c12)CC(C)(C)OC3	-1%	5	/	1%	/	/	/	0%	/

Overlap with the part before: two compounds; new compounds follow.
SMILES	GRP78 ERSR act	RXFP1 antag	D1 agonist	Vif-APOBEC3F blk	RXFP1 ag	D2 potentiator	D1 antag	Vif-A3G inh	D1 potentiator
COc1ccc(C2=NS(=O)(=O)N(C)C(C(=O)NC3CCCCC3)=C2)cc1OC	-3%	-4	-1	5%	19%	-2	-21	1%	1
CC(C)NC(=S)NNc1ncnc2sc3c(c12)CC(C)(C)OC3	-1%	5	/	1%	/	/	/	0%	/
COc1ccc(-n2c(Cc3cccn3C)nnc2SCC(=O)Nc2cccc(Cl)c2)cc1	-2%	/	2	1%	-0.3%	1	-2	-12%	-6
Cc1onc(C(=O)Nc2cccnc2Cl)c1[N+](=O)[O-]	0%	-4	3	1%	-0.8%	2	10	-1%	-1
COc1cccc(NC(=O)c2cc3ccccc3oc2=O)c1	1%	1	1	8%	0.5%	-10	-7	1%	-3
CS(=O)(=O)c1ccc(SCC(=O)NC2CCS(=O)(=O)C2)c([N+](=O)[O-])c1 (stereo not given)	-3%	-8	-3	12%	0.0%	-4	-2	5%	-2
CCN1CCN(C(c2ccc(Cl)cc2)c2c(O)cc(C)n(CCOC)c2=O)CC1 (stereo not given)	-2%	-20	-2	1%	1.9%	14	-39*	4%	2
CC(=O)c1c(C)[nH]c(C(=O)NNC(=O)COc2ccc(Cl)cc2C)c1C	-4%	-11	1	8%	1.5%	-2	0	-1%	5
Cc1ccc(Cc2c(C)c(C#N)c3[nH]c4ccccc4n3c2=O)cc1	-2%	18	19	-18%	4.5%	2	-15	3%	0
N#Cc1c(-n2cccc2)cccc1-n1cccc1	1%	6	0	-6%	2.1%	-2	-2	1%	-2
COc1cc(/C=C2\C(=N)N3N=C(S(C)(=O)=O)SC3=NC2=O)ccc1OC(=O)c1cccs1	-2%	5	0	?	2.2%	-11	4	0%	-12
CCCC(=O)NC(NC(=S)Nc1ccc(N=Nc2ccccc2)cc1)C(Cl)(Cl)Cl (stereo not given)	-7%	-28	11	-6%	-1.2%	-2	-25	-14%	-4
O=C1C=C(N2CCN(C(=O)c3ccccc3)CC2)C2(CCCCC2)O1	-6%	-4	2	3%	1.6%	-4	-17	2%	-5
O=C(Cc1ccccc1[N+](=O)[O-])NCCc1ccc(F)cc1	-1%	16	4	-3%	1.3%	2	-2	-4%	10
COc1ccc(NC(=O)CSc2nc(NS(=O)(=O)c3ccc(C)cc3)cc(=O)[nH]2)cc1	1%	16	0	-3%	-2.1%	-5	4	-4%	-2
CCc1nnc(NS(=O)(=O)c2ccc(NC(=S)NC(=O)c3ccc(Br)cc3)cc2)s1	4%	8	2	?	-0.7%	15	-12	-6%	-5
CSc1ccc(CCNC(=O)c2ccc(-c3nc(COc4ccc(C)cc4)c(C)o3)cc2)cc1	-4%	-11	3	-7%	8.1%	3	2	1%	0
CN(C)S(=O)(=O)c1ccc(N2CCCC2)c(C(=O)NC2CCC(O)CC2)c1 (stereo not given)	0%	-2	10	-3%	4.9%	7	24	2%	-4
COc1cc(CN2CCN(c3cc(C)ccc3C)CC2)cc([N+](=O)[O-])c1O	3%	0	/	-1%	/	/	/	2%	/
O=C(N/N=C/c1ccc(O)c(O)c1O)/C(=C/c1ccc([N+](=O)[O-])cc1)NC(=O)c1ccccc1	-4%	-71*	1	-1%	-0.2%	-5	-9	-6%	3
COc1ccccc1Oc1ccc(S(=O)(=O)N2CCOCC2)cc1S(=O)(=O)N1CCOCC1	1%	-7	1	-6%	0.4%	-14	-8	-2%	-3
Cc1cc(C(=O)OCC(=O)N(C)C2CCS(=O)(=O)C2)c(C)n1-c1ccccc1 (stereo not given)	-2%	6	1	8%	0.3%	-3	4	2%	-4
O=C(NC(=O)N1CCN(c2ccc([N+](=O)[O-])cn2)CC1)c1ccccc1F	-2%	8	0	?	1.7%	-3	7	3%	-10
CC(NC(=O)CSc1n[nH]c(-c2ccccc2Cl)n1)c1nc2ccccc2[nH]1 (stereo not given)	-1%	-3	2	-21%	7.7%	-3	-7	1%	2
CN1CCN(C(=O)CSc2nc(-c3ccco3)cc(C(F)(F)F)n2)CC1	-5%	7	0	8%	1.4%	-6	4	-3%	4
CC(C)(C)N(Cc1ccccc1)C(=O)CSc1ncn[nH]1	-2%	-8	4	-3%	2.0%	4	8	-1%	-4
CSc1nc(C2CC2)cc(-c2cccs2)c1C#N	7%	-20	7	-8%	6.5%	6	1	-12%	-1
CCOC(=O)N1CCN(c2cc3nccnc3cc2F)CC1	-1%	-14	2	-12%	4.8%	-4	-24	1%	4
O=C1/C(=C/c2cccs2)SC(=S)N1CCC(=O)N1CCCCC1CCO (stereo not given)	9%	-11	7	5%	-2.0%	4	-12	-1%	-2
CC(C)C1Nc2c(O)cc(Cl)c([N+](=O)[O-])c2C2C=CCC21 (stereo not given)	-4%	-4	13	1%	-2.5%	11	-15	8%	-2
CC(C)(C)c1ccc(NC(=O)N2CCCN(c3c(Cl)cncc3Cl)CC2)cc1	-1%	-31	2	-1%	1.4%	-7	-13	7%	-3
Cc1ccc(C(=O)NC(=S)N(C)C2CCCCC2)cc1	1%	0	0	3%	2.6%	3	-41*	4%	9
COc1ccccc1NC(=O)C(=O)N/N=C(\C)CC(=O)Nc1ccccn1	-1%	-1	1	-1%	-1.1%	2	-35*	0%	-6
O=C(c1ccc(Cl)cc1)N1CCN(c2ccc([N+](=O)[O-])c(NCc3cccnc3)c2)CC1	-1%	1	/	3%	/	/	/	4%	/
Nc1cc2c(cc1[N+](=O)[O-])-c1ccccc1C2=NO	-2%	2	/	-1%	/	/	/	-7%	/
CCOCCc1nn2c(=O)cc(COC(=O)c3ccccc3NC(=O)C3CCCCC3)nc2s1	-4%	-4	-2	-7%	0.2%	2	11	-3%	0
CC(=O)NN1C(=O)c2ccccc2NC1c1ccccc1F (stereo not given)	-1%	4	1	9%	-0.1%	16	19	-1%	4
COc1ccc(Cn2nnnc2C(c2cc3cccc(C)c3[nH]c2=O)N2CCOCC2)cc1 (stereo not given)	-4%	-15	1	4%	1.2%	1	-13	0%	-3
CC12CCC(=O)N1C(C(=O)Nc1cccc(S(=O)(=O)N3CCCCC3)c1)CS2 (stereo not given)	-2%	-11	5	-12%	1.7%	-15	-19	0%	-2
CCN(CC)CCOc1ccc(-c2c(C)c3c(ccc4ccccc43)oc2=O)cc1	-3%	11	/	-1%	/	/	/	4%	/
COc1ccc(S(=O)(=O)N(CC(=O)NCc2cccnc2)Cc2ccccc2)cc1	-3%	-3	1	-1%	0.2%	2	6	1%	-1
